MrgX1 agonist: human MrgX1 receptor agonism, primary screen; MrgX1-HEK293 cells, Fluo-4 calcium fluorescence, agonist mode; active compounds read high; Q96LB2; AID 588627; 310,000 tested, 0.44% active; B-score at 10 µM;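 active = calcium response B-score plate-corrected fluorescence ratio at least 3 library SD, with starting fluorescence B-score inside 5 SD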
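Material: MrgX1-expressing HEK293 cells / Dosing: compound as first of three additions / Incubation: overnight seeding, then 1 h dark dye loading / Signal: Fluo-4 NW calcium fluorescence / Evaluation: B-scored fluorescence response ratio / Benchmarks: positive and negative control wells on each plate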
TRPC4 act: activators of mouse TRPC4 channel; HEK293 TRPC4beta/mu-opioid, Fluo4 calcium fluorescence; active compounds read high; B-score at 10 µM; 310,000 tested, 0.49% active; AID 2237;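 active = B-score above 5 SD of library B-scores, and initial fluorescence ratio not above library mean plus 5 SD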;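 note: positive B-score marks a calcium rise read as TRPC4 activation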
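Assay system: HEK293 stable line with TRPC4beta plus mu-opioid receptor. Times: dye 45 min RT, read 110 s. Measured by: kinetic Fluo4 calcium fluorescence. Measure: B score of integrated ratio. Controls: assay buffer as low control, maximal DAMGO as high control.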
TRPC6 act: mouse TRPC6 channel activation. Q61143. HEK293-TRPC6 membrane potential dye fluorescence; active compounds read high. B-score at 10 µM. 310,000 tested, 0.13% active. AID 2550;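 active = B-score of the integrated fluorescence ratio above library mean plus 3 SD, and starting fluorescence ratio within library mean plus 5 SD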;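 note: higher score means more depolarization so channel activation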
TMEM16A inh: blocks the mouse calcium-activated chloride channel TMEM16A. Q8BHY3. HEK293 TMEM16A/YFP iodide influx fluorescence, ionomycin. normalized B-score (activity score, 25-100; higher = stronger inhibition) at 10 µM. 310,000 tested, 1.2% active;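 active = ratio plate-corrected score three or more library SD toward inhibition, starting fluorescence score within five deviations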;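 note: score derived from kinetic fluorescence span divided by baseline fluorescence per well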
TRPC4 inh: TRPC4 (mouse) channel inhibition; Q9QUQ5; HEK293 TRPC4beta/mu-opioid, DAMGO-evoked Fluo4 calcium flux; active compounds read low; B-score at 10 µM; 300,000 tested, 0.39% active;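 active = B-score over 3 SD under the library average, no early fluorescence shift, positive overall ratio signal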
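System: stable TRPC4beta/mu-opioid receptor HEK293 cells; Dosing: single-point compound dosing; Measured by: Fluo4 Ca2+ flux fluorescence; Read-out basis: per-well B score of integrated baseline-normalized Fluo4 ratio.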
MrgX1 antagonist: antagonists of human MrgX1 receptor; Q96LB2; MRGX1-HEK293 calcium flux, Fluo-4, BAM8-22 antagonism; active compounds read low; B-score at 10 µM; 310,000 tested, 1.3% active; AID 588676;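 active = calcium-response B-score plate-corrected more than 3 library SD below zero, starting fluorescence within 5 deviations, no agonist response on first addition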;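 note: peak minus trough fluorescence over baseline after final BAM8-22 challenge near maximal dose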
SKKanGAS inh: inhibitors of SKKanGAS S. pyogenes growth in kanamycin (SK-promoter or general growth effect). BacTiter-Glo, 6 h. inhibition, % at 7.5 µM. 300,000 tested, 1.3% active. AID 1662;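 active = mean replicate score, as percent of positive control median, at least 50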;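 note: strain carries kanamycin resistance gene driven by streptokinase promoter and grows in 40 µg/ml kanamycin; loss of luminescence reflects streptokinase promoter inhibition or plain growth inhibition; 0% = median of DMSO wells and 100% = positive control at its reference dose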
TRPC6 inhibitor: mouse TRPC6 channel inhibition; Q61143; HEK293-TRPC6, membrane potential dye, ACh-evoked depolarization; active compounds read low; B-score at 10 µM; 310,000 tested, 1.1% active; AID 2553;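 active = B-score under library mean minus 3 SD, initial fluorescence not abnormally high, positive integrated signal ratio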;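 note: B-score derived from integrated fluorescence ratio over the kinetic read; more negative B-score means stronger inhibition of depolarization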
MrgX1 PAM: allosterically activates human MrgX1 receptor signaling | MrgX1-HEK293, Fluo-4 calcium flux, FDSS; active compounds read high | B-score at 10 µM | 310,000 tested, 0.63% active | AID 588675;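 active = plate-corrected calcium response at least 3 library SD above typical, normal starting fluorescence, not activating the receptor alone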;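 note: compound read alongside a low EC10 to EC30 dose of BAM8-22 agonist; peak minus trough fluorescence over baseline measured at the second addition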
TRPC4 potent: allosterically enhances the mouse TRPC4 cation channel; HEK293 TRPC4beta/mu-opioid, DAMGO EC20, Fluo-4 Ca2+ flux; active compounds read high; B-score at 10 µM; 310,000 tested, 0.42% active;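 active = B-score of calcium response area above 5 SD of library B-scores, with initial fluorescence ratio within 5 SD of library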;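 note: B-score of integrated fluorescence ratio over time as area under calcium response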
TMEM16A act: mouse TMEM16A channel activation, primary screen; 340,000 tested, 0.3% active; Q8BHY3; B-score at 10 µM; HEK293 TMEM16A/YFP-H148Q/I152L, iodide quench fluorescence; active compounds read low;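 active = fluorescence-ratio B-score plate-corrected deviation score at least 3 library SD below zero, with starting fluorescence score within 5 deviations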;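 note: channel opened by trigger with iodide after compound preincubation; score built on the fluorescence ratio of max minus min over baseline; more negative score means more quench and so TMEM16A activation or potentiation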
Starred values were filed as active, the others as inactive; i = inactive; / = not tested or not shown.

compound	MrgX1 agonist	TRPC4 act	TRPC6 act	TMEM16A inh	TRPC4 inh	MrgX1 antagonist	SKKanGAS inh	TRPC6 inhibitor	MrgX1 PAM	TRPC4 potent	TMEM16A act
CCc1ccc(Nc2nnc(SCC(=O)Nc3ccc(C(=O)O)cc3)s2)cc1	i	i	i	i	i	i	17.0	i	i	i	i
COc1cccc(-c2nc(CS(=O)(=O)CC(=O)N3CCN(C4CCCCC4)CC3)c(C)o2)c1	i	i	i	i	i	i	-6.3	i	i	i	i
Cn1nnnc1SCC1=C(C(=O)O)N2C(=O)[C@@H](NC(=O)[C@H](O)c3ccccc3)[C@H]2SC1	i	i	i	i	i	i	-1.8	i	i	i	i
CN(CCc1ccccn1)C(=S)Nc1ccc(Cl)c(Cl)c1	i	i	i	i	i	i	-2.1	i	i	i	i
CC(NC(=O)N1CCOCC1)c1ccccc1 (stereo unspecified)	i	i	i	i	i	i	-3.4	i	i	i	i
CCn1ncc(Br)c1C(=O)Nc1cc(C(=O)OC)ccc1C(=O)OC	i	i	i	i	i	i	0.2	i	i	i	i
Cc1ccc(C(O)P(=O)(OC(C)C)c2ccc(N(C)C)cc2)cc1 (stereo unspecified)	i	i	i	i	i	i	-3.6	i	i	i	i
O=C(NCCN1CCN(C(=O)Nc2ccccc2)CC1)Nc1ccccc1	i	i	i	i	i	-6.1*	-4.0	i	i	i	i
Cc1cc(C)nc(SCC(=O)Nc2cccc(S(=O)(=O)N(C)C)c2)n1	i	i	i	i	i	i	3.3	i	i	i	i
CCOC(=O)COc1ccc2c(c1)C(=O)CC(C)(c1cccnc1)O2 (stereo unspecified)	i	i	i	i	i	i	2.0	i	i	i	i
Cc1nc2[nH]c(=S)n(C)c(=O)c2nc1C	i	i	i	i	i	i	-1.2	i	i	i	i
CCOc1cc(S(=O)(=O)Nc2ccc(Cl)cn2)ccc1F	i	i	i	i	i	i	2.9	i	i	i	i
Cn1nc([N+](=O)[O-])nc1N1CCN(c2ccc(F)cc2)CC1	i	i	i	i	i	i	6.0	-7*	i	i	i
CN(C)c1cccc(C(=O)OCC(=O)Nc2nccs2)c1	i	i	i	i	i	i	3.0	i	i	i	i
COc1ccc(NC(=O)CSc2ccc(-c3ccco3)nn2)c(OC)c1	i	i	i	i	i	i	-0.9	i	i	i	i
CCOC(=O)C1CCN(CC(=O)Nc2ccc(OC)c(Cl)c2)CC1	i	i	i	i	i	i	-3.2	i	i	i	i
c1ccc(-c2nc3ccccc3[nH]2)nc1	i	i	i	i	i	i	-3.3	i	i	i	i
CCCn1c(SCC(=O)NCCc2ccc(OC)c(OC)c2)nc2c1c(=O)n(C)c(=O)n2C	i	i	i	i	i	i	9.2	i	i	i	i
C=CCn1cc(C(=O)N2CCc3ccccc3C2)c(=O)c2cc(S(=O)(=O)N(CC)CC)ccc21	i	i	i	i	i	i	6.7	i	i	i	i
CC1CCN(c2nc(N3CCCCC3)nc(N3CCCCC3)n2)CC1	i	i	i	i	i	i	56.1*	i	i	i	i
O=C(CSc1nc2c(c(=O)n1-c1ccccc1)SCC2)NCC1CCCO1 (stereo unspecified)	i	i	i	i	i	i	-8.5	i	i	i	i
O=C1CC(N2CCN(c3ccc(C(=O)c4ccc(F)cc4)cc3)CC2)C(=O)N1 (stereo unspecified)	i	i	i	i	i	i	27.4	i	i	i	i
CC(C)CC(=O)Nc1nnc(S(=O)(=O)N(C)Cc2ccco2)s1	i	i	i	i	i	i	-22.2	i	i	i	i
COC(=O)c1sc(C(=O)OC)c(C(=O)OC)c1C(=O)OC	i	i	i	i	i	i	-7.1	i	i	i	i
COc1cc2c3c(c1)C1(C(=O)N3C(C)(C)C=C2C)C(C#N)=C(N)Oc2cc(C)oc(=O)c21 (stereo unspecified)	/	i	i	/	i	/	2.8	i	/	i	i
COc1ccc(NC(=S)N2CCC(N(C)CCN3CCOCC3)CC2)cc1	i	i	i	i	i	i	1.1	i	i	i	i
COc1cccc(CC2(CO)CCN(Cc3cnc(-c4cccc(C)c4)nc3)CC2)c1	i	i	i	i	i	i	-11.3	i	i	i	i
O=C(Nc1ccc(-n2ccnc2P(=O)(O)c2ccccc2)cc1)c1ccccc1Cl	i	i	i	i	i	i	-0.8	i	i	i	i
Cc1ccccc1NC(=O)/C(=C/c1ccccc1)c1ccccc1	i	i	i	i	i	i	26.3	i	8.09*	i	i
CSc1ccccc1NC(=O)C1=CC(c2ccc(C)cc2)=NS(=O)(=O)N1C	i	i	i	i	i	i	6.0	i	i	i	i
O=C(COc1ccc2ccccc2c1)Nc1cccc(C(=O)Nc2ccccc2C(=O)O)c1	i	i	i	i	i	i	55.2*	i	i	i	i
COc1ccc(NS(=O)(=O)c2cccs2)cn1	i	i	i	i	i	i	6.7	i	i	i	i
COc1nc(N/N=C/c2ccccc2F)nc(N2CCCCC2)n1	i	i	i	i	i	i	-1.1	i	i	i	i
O=C(C[n+]1ccccc1)N/N=C/c1ccco1	i	i	i	i	i	i	-7.6	i	i	i	i
CSc1ccccc1NC(=O)CN(C)CC(=O)Nc1c(F)cccc1F	i	i	i	i	i	i	-0.6	i	i	i	i
CN(C)S(=O)(=O)c1ccc(Oc2ccccc2)cc1	i	i	i	i	i	i	4.8	i	i	i	i
COc1ccc(S(=O)(=O)n2c(C)nc3ccccc32)cc1C	i	i	i	i	i	i	0.5	i	i	i	i
Cc1ccccc1S(=O)(=O)Cc1ccc(C(=O)NCc2ccc(F)cc2)o1	i	i	i	i	i	i	4.7	i	i	i	i
COc1ccc(S(=O)(=O)N2CCOCC2)cc1NC(=O)CCc1nc2ccccc2c(=O)[nH]1	i	i	i	i	i	i	4.5	i	i	i	i
COC(=O)c1cc(Br)c(N)cc1OC	i	i	i	i	i	i	-2.4	i	i	i	i
Cc1nc(NCC2CCCO2)c2nnn(Cc3ccccc3Cl)c2n1 (stereo unspecified)	i	i	i	i	i	i	-2.7	i	i	i	i
COc1ccc2[nH]c(=O)c(COC(=O)c3ccco3)cc2c1	i	i	i	i	i	i	-11.1	i	i	i	i
O=C(Nc1cc(C(F)(F)F)ccc1N1CCOCC1)c1cccnc1	i	i	i	i	i	i	-5.6	i	i	i	i
O=C(Nc1ccccc1NC(=O)c1ccco1)c1ccccc1	i	i	i	i	i	i	-1.7	i	i	i	i
Cn1cccc1CC(=O)N/N=C\c1c2ccccc2cc2ccccc12	i	i	i	i	i	i	-6.7	i	i	i	i
Cc1ccc(-c2c[n+](CC(=O)Nc3ccccc3C)c3n2CCC3)cc1	i	i	i	i	i	i	2.6	i	i	i	i
CC(=O)Nc1ccccc1NS(=O)(=O)c1cccc([N+](=O)[O-])c1	i	i	i	i	i	i	0.4	i	i	i	i
Cc1cccn2c(NCc3ccc4c(c3)OCO4)c(-c3ccc(O)cc3)nc12	i	i	i	i	i	i	-17.1	i	i	i	i
O=C(N/N=C/c1c(-c2ccccc2)[nH]c2ccccc12)c1cccnc1	i	i	i	i	i	i	3.7	i	i	i	i
CC(=O)Nc1ccc(NC(=O)c2nc(S(=O)(=O)Cc3ccccc3)ncc2Cl)cc1	i	i	i	i	i	i	12.3	i	i	i	i
COc1cc2ccccc2cc1C(=O)NC(=S)Nc1cc(C(=O)O)ccc1C	/	i	i	/	i	/	28.6	i	/	i	i
COc1ccc2c(c1)-c1nc(/N=C/c3ccccc3O)sc1CC2	i	i	i	i	i	i	-1.0	i	i	i	i
O=C(CCS(=O)(=O)c1ccccc1)OCC(=O)N1CCN(S(=O)(=O)c2ccc(Cl)cc2)CC1	i	i	i	i	i	i	1.7	i	i	i	i
CCS(=O)(=O)N1CCCC(C(=O)NCCCOC(C)C)C1 (stereo unspecified)	i	i	i	i	i	i	-4.2	i	i	i	i
Cc1nc2ccc(S(=O)(=O)NC(C(=O)N3CCCC3)C(C)C)cc2s1 (stereo unspecified)	i	i	i	i	i	i	-3.2	i	i	i	i
CS(=O)(=O)N1CCc2cc(C(=O)N3CCN(c4ccccc4F)CC3)ccc21	i	i	i	i	i	i	3.7	i	i	i	i
Cn1c(C(=O)N2CCN(C(=O)c3ccco3)CC2)cc2c(=O)n3ccccc3nc21	i	i	i	i	i	i	-1.5	i	i	i	i
COc1ccccc1NC(=S)NCc1cccnc1	i	i	i	i	i	i	-1.0	i	i	i	i
O=C(CNC(=O)c1ccco1)Nc1ccc(F)cc1	i	i	i	i	i	i	-12.1	i	i	i	i
O=C(c1cccs1)N(Cc1nc2sc3c(c2c(=O)[nH]1)CCCC3)C1CCCC1	i	i	i	i	i	i	25.5	i	i	i	i

Further structures follow:
compound	MrgX1 agonist	TRPC4 act	TRPC6 act	TMEM16A inh	TRPC4 inh	MrgX1 antagonist	SKKanGAS inh	TRPC6 inhibitor	MrgX1 PAM	TRPC4 potent	TMEM16A act
COc1ccc(C(=O)NC(=S)Nc2ccc(Cl)c(C(=O)O)c2)cc1	i	i	i	i	i	i	2.1	i	i	i	i
Cc1cc(C)c(C#N)c(SCc2cn3ccccc3n2)n1	i	i	i	i	i	i	-7.6	i	i	i	i
Cc1nc2c3ccccc3n(CC(=O)c3ccc(F)cc3)c(=O)n2n1	i	i	i	i	i	i	0.1	i	i	i	i
O=C(NCCCN1CCOCC1)c1nn(-c2ccccc2)c(=O)c2ccccc12	i	i	i	i	i	i	16.5	i	i	i	i
CCOC(=O)N1CCN(C(=O)C2CCN(S(=O)(=O)N3CCCC3)CC2)CC1	i	i	i	i	i	i	-14.0	i	i	i	i
CN(C)C(CNc1ncnc2sccc12)c1cccs1 (stereo unspecified)	i	70*	i	i	i	i	-11.0	i	i	i	i
COC(CC(=O)NNC(=S)Nc1ccccc1)OC	i	i	i	i	i	i	-4.6	i	i	i	i
CCOc1ccc2c(O)csc2c1	i	i	i	i	i	i	0.2	i	i	i	i
Oc1csc(Cc2nc(-c3ccc4ccccc4c3)cs2)n1	i	i	i	i	i	i	15.4	i	i	i	i
CC1CCCN(C(=O)C(C)Sc2nc(-c3ccccc3)cc(C(F)(F)F)n2)C1 (stereo unspecified)	i	i	i	100*	i	i	-12.2	i	i	i	i
